# Screens (PubChem BioAssay)
# MEKK2 mut-MEK5: signal of MEK5 binding to mutant human MEKK2 PB1 domain; bead flow cytometry, Alexa488-MEK5 binding to MEKK2 mutant; percent response, % at 10 µM; 290,000 compounds, 0.35% hits; in the data active = percent response above about 24%, passing the limit was not always enough; also: inactives centre near 1; some results filed as inactive read as strong as hits; reference of the scale not given here
# NALP1 inh: blocks the NALP1 inflammasome reconstituted in yeast. S. cerevisiae NALP1/ASC/caspase-1 growth, X-gal OD620, 72 h. inhibition, % at 10 µM. 280,000 compounds, 0.61% hits. AID 2071; in the data active = inhibition mostly above about 24%, no sharp cut-off; inactive = mostly below about 32%; also: some compounds called inactive have numbers as strong as hits
# MEKK2 WT-MEK5: raises or lowers MEK5 binding to wildtype human MEKK2 PB1 domain; Q9Y2U5; 290,000 compounds, 1.1% hits; binding response (% of control), % at 10 µM; bead flow cytometry, Alexa488-MEK5 binding to MEKK2 WT; actives lie on both sides; in the data active = binding response below about 67% or above about 130%
# GPR7 antagonist: human neuropeptides B/W receptor 1 antagonism; inhibition, % at 4.4 µM; AID 1861; GPR7-expressing cells, fluorescence antagonist assay; 290,000 compounds, 1.1% hits; P48145; in the data active = inhibition above about 16%, passing the limit was not always enough;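 also: cells stimulated with the agonist NPW; 0% = agonist with vehicle and 100% = vehicle without agonist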
# Target sequence (P48145 whole entry, looked up): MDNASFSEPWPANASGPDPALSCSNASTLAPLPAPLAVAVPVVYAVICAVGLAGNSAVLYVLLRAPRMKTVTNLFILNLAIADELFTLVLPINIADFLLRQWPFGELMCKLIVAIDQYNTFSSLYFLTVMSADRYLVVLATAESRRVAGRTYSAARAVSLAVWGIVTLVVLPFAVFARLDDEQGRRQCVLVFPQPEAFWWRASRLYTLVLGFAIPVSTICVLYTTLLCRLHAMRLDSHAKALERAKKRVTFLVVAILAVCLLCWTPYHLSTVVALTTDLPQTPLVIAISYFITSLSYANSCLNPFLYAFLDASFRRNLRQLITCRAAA
# GalR3 antagonist: blocks the human galanin receptor 3 | HEK293 GalR3-CNG cAMP membrane potential fluorescence; galR3 body fused to GalR1 C-terminus | 360,000 compounds, 0.44% hits | inhibition, % at 3 µM | O60755 | AID 651719;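 active = inhibition above the screen-wide average plus 3 SD, cut at about 13% in these data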;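 also: forskolin and galanin both at EC90 stimulate the cells; cAMP rise reported by CNG channel membrane potential dye signal; 0% = forskolin plus galanin with DMSO and 100% = forskolin alone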
# MEKK3 PB1 HTS: raises or lowers MEK5 binding to the human MEKK3 PB1 domain. 290,000 compounds, 1.4% hits. bead-based flow cytometry, Alexa488-MEK5 binding to MEKK3; actives lie on both sides; 0 = blocked by unlabeled MEK5, 100 = vehicle. binding response (% of control), % at 10 µM. Q99759;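 active = binding response more than 3 SD above or below the average of its plate-row segment, actives on both sides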;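 also: Alexa488 bead fluorescence after subtracting the streptavidin-only scavenger bead signal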
# Target sequence (Q99759 whole entry, looked up, the tested form may be a part): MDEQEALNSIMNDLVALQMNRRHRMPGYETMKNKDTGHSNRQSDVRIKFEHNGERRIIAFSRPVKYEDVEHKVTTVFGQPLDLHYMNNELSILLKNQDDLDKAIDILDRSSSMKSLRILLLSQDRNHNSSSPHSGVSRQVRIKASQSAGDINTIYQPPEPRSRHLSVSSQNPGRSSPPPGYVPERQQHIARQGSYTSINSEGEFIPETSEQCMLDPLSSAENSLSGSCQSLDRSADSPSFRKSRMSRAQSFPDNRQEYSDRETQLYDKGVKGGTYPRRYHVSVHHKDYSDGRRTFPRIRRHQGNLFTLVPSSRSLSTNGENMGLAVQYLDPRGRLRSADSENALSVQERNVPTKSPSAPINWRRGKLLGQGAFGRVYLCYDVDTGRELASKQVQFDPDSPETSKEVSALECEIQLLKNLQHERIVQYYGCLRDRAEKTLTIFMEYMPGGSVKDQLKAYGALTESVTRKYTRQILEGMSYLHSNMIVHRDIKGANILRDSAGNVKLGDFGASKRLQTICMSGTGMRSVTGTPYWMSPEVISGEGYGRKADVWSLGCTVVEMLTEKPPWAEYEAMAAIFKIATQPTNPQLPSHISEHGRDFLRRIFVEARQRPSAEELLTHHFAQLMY
# OXTR agonist: agonists of human oxytocin receptor; CHO-OTR cells, Fluo-8 calcium fluorescence; normalized: DMSO 0%, oxytocin 100%; 320,000 compounds, 0.32% hits; AID 2435; activation, % at 3 µM; P30559;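 active = activation above the mean of all tested compounds plus 3 SD, cutoff set per screening run, cut at about 20% in these data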;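 also: peak over basal fluorescence ratio from a 100 s FLIPR kinetic read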
# V1R ag counter: activates human V1a receptor in oxytocin agonist counter-screen; P37288; CHO-V1R cells, Fluo-8 calcium fluorescence, agonist mode; 0% DMSO, 100% 3 nM vasopressin; activation, % at 3 µM; 320,000 compounds, 0.25% hits; AID 2797;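 active = activation above the mean activation of all tested compounds plus 3 SD, per screening run, cut at about 20% in these data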;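 also: signal is peak over basal fluorescence ratio across a 100 second FLIPR read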
# PHOSPHO1 inh: inhibitors of human PHOSPHO1 phosphatase. 290,000 compounds, 1.1% hits. inhibition, % at 13.3 µM. AID 1565. recombinant PHOSPHO1, absorbance phosphatase assay. Q8TCT1; in the data active = inhibition above about 60%
# * = called active by the depositor; x = not tested or not shown.
# The line under a structure holds: MEKK2 mut-MEK5	NALP1 inh	MEKK2 WT-MEK5	GPR7 antagonist	GalR3 antagonist	MEKK3 PB1 HTS	OXTR agonist	V1R ag counter	PHOSPHO1 inh
- O=C(/C=C/c1ccc(OCc2ccccc2)c(OCc2ccccc2)c1)c1cccnc1
→ 1	x	97	-2	1	119	0.4	0.1	-16
- CC(=O)Nc1ccc(S(=O)(=O)NCCc2csc(C)n2)cc1
→ 3	-159	95	-19	-5	90	-0.8	0.6	-17
- COC(=O)c1ccc(OC)c(CSc2nnc(COc3ccc(Cl)cc3)o2)c1
→ -4	-1	94	-2	-8	99	2.1	1.5	10
- COc1ccc(S(=O)(=O)ON=C2CC(C)(C)N(C(C)=O)C(C)(C)C2)cc1
→ 0	1	100	-7	-3	102	0.1	0.7	-17
- O=C(COC(=O)c1ccccc1SCC(=O)NC1CCCCC1)NC1CCCCC1
→ -2	-8	99	4	1	99	1.4	0.1	9
- CC(=O)Nc1ccc(Cl)cc1C(=O)O
→ 3	-2	101	5	-2	102	0.5	1.1	17
- COc1ccc(OC)c(NC(=O)CN2C(=O)COc3ccc(S(=O)(=O)N4CCCC4)cc32)c1
→ 1	4	98	0	-6	101	-2.0	-1.3	13
- CCCCCCn1c(N)c(C#N)c2ccc([N+](=O)[O-])cc2c1=O
→ 0	-9	99	-5	-7	103	0.1	0.3	24
- CCCCN(CC)CCCNC(=O)c1ccc(CS(=O)(=O)c2ccccc2C)o1
→ 5	10	108	-9	-11	105	-0.3	1.0	28
- CN1C(C(=O)NCCc2cccs2)CC2Cn3c(nc4ccccc43)C21 (configuration not stated)
→ 3	x	94	x	-7	95	-0.1	-0.1	34
- NC(=O)c1cccc(S(=O)(=O)N2CC(c3ccccc3)CC2=O)c1 (configuration not stated)
→ 2	4	105	-7	1	106	2.8	4.3	13
- COc1ccccc1NC(=O)c1cccc(N2C(=O)C3C4C=CC(C4)C3C2=O)c1 (configuration not stated)
→ 0	15	92	-14	-5	94	-1.2	0.2	12
- Cc1cc(N/N=C/c2ccc(O)cc2O)c2ccccc2n1
→ 10	-3	102	0	-9	101	0.3	0.4	29
- CC(=O)c1ccc(N2CCN(S(=O)(=O)c3cn(C)cn3)CC2)cc1
→ 0	31	98	6	0	102	1.1	0.8	28
- CNc1nc2sc3c(c2c(=O)n1C)CC(C)(C)SC3
→ 0	-14	97	1	-1	95	0.6	0.7	-36
- COc1ccc(S(=O)(=O)N2CCC(C(=O)NC3CCCC3)CC2)cc1C
→ -1	0	96	-8	-9	97	0.1	1.9	36
- COc1ccc(NC(=O)CCN2CCCCC2)cc1
→ -4	15	96	-13	-2	99	1.0	-0.1	-21
- FC(F)(F)c1ccc(-c2noc(CN3CCCN(C4CCCCC4)CC3)n2)cc1
→ 22	6	133	-4	-5	97	0.3	1.4	54
- COc1ccc(S(=O)(=O)Nc2ccc(O)c3ccccc23)cc1
→ 2	12	102	-10	-6	95	3.5	2.0	10
- CC(CCc1ccccc1)NC(=O)CCCn1ncn2c(cc3occc32)c1=O (configuration not stated)
→ -8	20	95	-3	-8	94	-1.8	-0.5	12
- CC(=O)Nc1ccc(NC(=O)c2cc(-c3ccccc3)nc3ccccc23)cc1
→ 5	10	107	-12	-9	108	x	x	34
- O=C(CCNS(=O)(=O)c1ccccc1)N1CCOCC1
→ 4	-10	105	-2	4	102	0.5	-0.3	32
- CC1C(=O)N2CCCc3cc(S(=O)(=O)N4CCC(C(N)=O)CC4)cc1c32 (configuration not stated)
→ -5	14	101	-4	-7	102	0.3	0.2	2
- CCN(CC)S(=O)(=O)c1ccc(NC(=O)CC(NC(C)=O)c2ccccc2)cc1 (configuration not stated)
→ 8	10	117	9	-3	110	0.3	1.7	10
- CCC(=O)Nc1c2c(nn1-c1ccc(OC)cc1)CSC2
→ 5	2	99	-6	-6	105	0.8	0.1	38
- O=C(Nc1ccc(Cl)cc1)C1CCN(C(=O)NC2CCCCC2)CC1
→ 2	0	106	-8	-2	104	0.1	0.7	49
- Cc1nc(Cl)cc(N/N=C/c2ccc(O)cc2)n1
→ 17	7	115	-13	-3	112	1.4	1.1	29
- O=C(NNc1nc(-c2ccc(Br)cc2)cs1)c1ccco1
→ -6	11	84	-12	-8	103	0.6	1.4	8
- CC(C)CC1=C/C(=C/c2ccc(-c3ccccc3)o2)C(=O)O1
→ -3	21	91	-1	-6	93	0.3	0.5	-5
- Cc1ccc2oc(-c3cccc(NC(=S)NC(=O)c4cccs4)c3)nc2c1
→ 3	-9	110	1	-3	93	0.8	-0.4	-12

# Results in MEKK2 mut-MEK5, for 2 of the compounds above:
SMILES	MEKK2 mut-MEK5
Cc1nc(Cl)cc(N/N=C/c2ccc(O)cc2)n1	17
CC1C(=O)N2CCCc3cc(S(=O)(=O)N4CCC(C(N)=O)CC4)cc1c32 (configuration not stated)	-5

# Additional compounds.
# The line under a structure holds: MEKK2 mut-MEK5	NALP1 inh	MEKK2 WT-MEK5	GPR7 antagonist	GalR3 antagonist	MEKK3 PB1 HTS	OXTR agonist	V1R ag counter	PHOSPHO1 inh
- CCOc1ccccc1CNC(=O)c1cc2oc3ccccc3c2n1CC
→ -3	21	94	0	-6	98	-1.0	1.0	2
- CCOC(=O)C(NCCc1ccccc1)(NC(=O)CC)C(F)(F)F (configuration not stated)
→ -2	36	100	-6	-3	100	-1.1	1.1	-9
- CCOC(=O)c1ccc(NC(=O)NC(C)C2CCCO2)cc1 (configuration not stated)
→ 2	11	103	-2	-5	101	-0.4	-0.5	1
- CCN(CC)S(=O)(=O)c1ccc(N2CCCCC2)c(C(=O)Nc2ccccc2N2CCOCC2)c1
→ 0	-7	103	-1	-5	107	-1.0	0.2	21
- O=C(Nc1ccc([N+](=O)[O-])c(NC(=O)C2CCCO2)c1)C1CCCO1 (configuration not stated)
→ -1	24	97	-1	-3	104	-1.5	0.5	-9
- CC(C)NCC1CCc2cc(CO)c([N+](=O)[O-])cc2N1 (configuration not stated)
→ -1	8	99	-9	-2	99	-0.8	0.4	-1
- CS(=O)(=O)N(CC(=O)Nc1ccccc1C(=O)N1CCOCC1)c1cccc([N+](=O)[O-])c1
→ 4	12	105	-13	3	102	0.3	0.0	33
- CNNC(=S)Nc1ccc(Cl)cc1
→ 0	7	102	-9	0	97	-1.5	-0.6	-4
- COc1cccc(/C=N/N2CCN(C3c4ccccc4-c4ccccc43)CC2)c1O
→ 3	-17	98	-24	11	108	-0.3	-0.4	-12
- c1cncc(C2OCC3(CO2)COC(c2cccnc2)OC3)c1 (configuration not stated)
→ -3	-14	98	-3	-4	97	-0.2	-0.2	19
- COC(CNC(=O)Cn1ncc2ccsc2c1=O)OC
→ -8	-3	91	-3	2	97	-0.3	-0.1	-3
- Cc1ccc(C)c(NC(=S)N2CCN(c3ccccn3)CC2)c1
→ 0	-8	101	-12	-7	105	-0.6	0.6	34
- COC(=O)c1cccc(NC(=O)CCc2ccccc2)c1
→ -2	34	97	-6	0	97	-1.9	-0.2	-16
- C[C@H](NC(N)=O)C(=O)OCC(=O)Nc1ccc(OC(F)F)cc1
→ 5	7	105	3	-5	106	0.4	-0.2	20
- Cc1c(NS(=O)(=O)c2ccc(S(=O)(=O)c3ccccc3)s2)c(=O)n(-c2ccccc2)n1C
→ -15	14	96	-11	-3	94	0.5	0.5	-23

# 3 structures out of the list, ordered by length of the SMILES, descending:
# The line under a structure holds: MEKK2 mut-MEK5	NALP1 inh	MEKK2 WT-MEK5	GPR7 antagonist	GalR3 antagonist	MEKK3 PB1 HTS	OXTR agonist	V1R ag counter	PHOSPHO1 inh
- COc1cccc(/C=N/N2CCN(C3c4ccccc4-c4ccccc43)CC2)c1O
→ 3	-17	98	-24	11	108	-0.3	-0.4	-12
- Cc1ccc(C)c(NC(=S)N2CCN(c3ccccn3)CC2)c1
→ 0	-8	101	-12	-7	105	-0.6	0.6	34
- COC(CNC(=O)Cn1ncc2ccsc2c1=O)OC
→ -8	-3	91	-3	2	97	-0.3	-0.1	-3

# An excerpt of these results, as tab-separated lines.
canonical_smiles	MEKK2 mut-MEK5	NALP1 inh	MEKK2 WT-MEK5	GPR7 antagonist	GalR3 antagonist	MEKK3 PB1 HTS	OXTR agonist	V1R ag counter	PHOSPHO1 inh
CCOC(=O)c1ccc(NC(=O)NC(C)C2CCCO2)cc1 (configuration not stated)	2	11	103	-2	-5	101	-0.4	-0.5	1
CCN(CC)S(=O)(=O)c1ccc(N2CCCCC2)c(C(=O)Nc2ccccc2N2CCOCC2)c1	0	-7	103	-1	-5	107	-1.0	0.2	21
O=C(Nc1ccc([N+](=O)[O-])c(NC(=O)C2CCCO2)c1)C1CCCO1 (configuration not stated)	-1	24	97	-1	-3	104	-1.5	0.5	-9

# Additional records follow:
# The line under a structure holds: MEKK2 mut-MEK5	NALP1 inh	MEKK2 WT-MEK5	GPR7 antagonist	GalR3 antagonist	MEKK3 PB1 HTS	OXTR agonist	V1R ag counter	PHOSPHO1 inh
- C/C(=C/C(=O)O)C(=O)Nc1cccc(C(F)(F)F)c1
→ 20	3	130	-1	1	98	1.8	0.6	-15
- Cc1cc(Nc2ccccc2)n(-c2ccc(Br)cc2)n1
→ 3	2	104	-2	-2	102	-1.8	-1.2	12
- COc1cc(SC)ccc1C(=O)Nc1ccccc1
→ 5	34	100	7	-2	98	-2.1	-2.1	6
- N#CCC(=O)N/N=C/c1cn(Cc2ccc(Cl)cc2Cl)c2ccccc12
→ -10	6	92	2	-1	98	-0.7	-0.1	10
- COc1cc(C)c(S(=O)(=O)NOCc2ccc([N+](=O)[O-])cc2)c(C)c1C
→ 2	-4	100	-9	-7	100	-0.8	0.1	39
- O=C(CSc1nc(-c2ccc(Cl)cc2)cs1)Nc1cccc([N+](=O)[O-])c1
→ 0	35	110	21	-5	94	-1.2	0.7	4
- Cn1c(=O)c2c(nc(Oc3ccc(-c4ccccc4)cc3)n2C)n(C)c1=O
→ 6	12	101	7	-2	104	0.0	0.5	-3
- COc1ccc(CNC(=O)C2CC(c3ccc(F)cc3)=NO2)cc1 (configuration not stated)
→ 3	7	101	-7	-6	102	0.4	0.2	23
- O=C(CCNS(=O)(=O)c1ccc(Br)cc1)NCc1ccc(Cl)cc1
→ -1	1	100	0	-9	101	1.9	2.9	30
- Cc1cc(C)c(N=C2SCC(=O)N2Cc2ccco2)c(C)c1
→ -1	x	95	-6	-3	101	0.0	0.7	32
- Cc1nc2nc(SCC(=O)NCc3ccco3)nn2c(C)c1Cc1ccccc1
→ x	-3	x	-5	3	x	3.3	-0.5	47
- CC(C)NC(=O)c1nc2c(nnn2Cc2cccc(Cl)c2)c(=O)[nH]1
→ 3	-31	108	-20	-7	99	-1.4	0.4	x
- CC(=O)Nc1cccc(-c2nc3ccccc3c(=O)o2)c1
→ 0	31	98	-11	0	97	-1.0	0.2	10
- CCN1C(=O)[C@H]2[C@@H](c3ccc(Cl)cc3)N3C(=O)CN(Cc4ccccc4)C(=O)[C@@]3(C)[C@H]2C1=O
→ -7	20	101	10	-4	97	-0.6	0.1	-36
- CC[C@@H](C)C(NC(=O)OC(C)(C)C)c1cn([C@@H](Cc2ccc(O)cc2)C(=O)N2CCN(C(=O)OC(C)(C)C)CC2)nn1 (some centres not stated)
→ 1	0	101	-15	-2	102	-0.9	-0.6	14
- CCOC(=O)N1CCN(C(=S)Nc2ccc(C)cc2C)CC1
→ -8	9	97	-11	0	104	-0.7	-0.6	43

# A few values from above:
# Cc1nc2nc(SCC(=O)NCc3ccco3)nn2c(C)c1Cc1ccccc1 @ GPR7 antagonist: -5
# C/C(=C/C(=O)O)C(=O)Nc1cccc(C(F)(F)F)c1 @ MEKK2 WT-MEK5: 130
# N#CCC(=O)N/N=C/c1cn(Cc2ccc(Cl)cc2Cl)c2ccccc12 @ V1R ag counter: -0.1
